Source: PubChem BioAssay
MT stabilizer – microtubule stabilizers in HeLa cells, primary screen, imaging, high-content imaging; AID 2205, 2009; % tubulin-high responders, % at 10 µM; hit rate 0.83% among 200,000; HeLa tubulin immunostaining HCS, 24 h; share of cells brighter than vehicle mean+2SD;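 active = plate Z-score above 3 for both tubulin-high and condensed-nucleus cell shares, with cell loss under 80%, at 10 µM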;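 also: anti alpha tubulin signal scored within the nucleus-defined area of each cell; some results filed as inactive read as strong as hits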
Dynein cargo inh – inhibitors of GR-EGFP nuclear translocation, primary screen, dynein cargo transport inhibitor project, imaging, high-content, 3617.4 mouse cells; test concentration mostly 20 µM; stimulated with dexamethasone, 1 µM; active compounds read low; z-score, hits read low; hit rate 0.47% among 220,000;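 active = plate z-score of nuclear minus cytoplasmic receptor signal below a set negative limit, without overly bright fluorescence or cell loss, cut at about -3.5 in these data, passing the limit was not always enough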;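 also: z-score of nuclear minus cytoplasmic ring GR-EGFP intensity difference per well; some compounds called inactive have numbers as strong as hits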
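Schedule: 48 h induction, then 1 h compound, then 30 min agonist, 37 °C. Buffer or medium: tetracycline-free induction medium containing charcoal-stripped FBS. Reagent: 1.0 µM final dexamethasone stimulus. Evaluation: nuclear versus cytoplasmic GR-EGFP signal, averaged per well. Signal: high-content fluorescence imaging after fixation.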
T cell modulator – modulators of CD8 T cell-vesicle binding, primary screen, mouse 2C CD8+ T cells, flow cytometry | hit rate 0.068% among 330,000 | 2C CD8+ T cell-vesicle binding; active compounds read low | calls only at 7 µM;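 active = response, share of CD8 T cells binding vesicles, and their 90th percentile fluorescence all below set limits, cut at about 80% in these data, passing the limit was not always enough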
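Test system: purified 2C TCR transgenic mouse naive CD8+ T cells. Probe or stimulus: QL9-peptide-loaded Drosophila micro-vesicles bearing Ld, ICAM-1 and B7-1. Incubation: binding step 1.5 h, 37 °C, antibody labelling 20 min, ice. Measured by: flow cytometry of vesicle-bound cells.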
Autophagy mod – autophagy modulators in MEF cells, primary screen, imaging, high-content, MEF GFP-LC3; MEF GFP-LC3 puncta imaging; test concentration mostly 10 µM; calls only at 10 µM (by protocol); hit rate 0.98% among 190,000; AID 463193, 2010;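 active = percentage of spot-positive cells more than 3 SD above its plate mean, without a fluorescence outlier flag or 80% toxicity; inconclusive = no clear call, values can overlap the other calls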;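 also: spot-positive cell cutoff set from DMSO-treated cells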
Ins promoter up – insulin promoter activators in MIN6 cells, imaging, high-content screening, mouse beta cells. hit rate 0.3% among 190,000. AID 1625, 2009. MIN6 insulin promoter-GFP reporter; active compounds read high. z-score at 5 µM;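 active = z-score above 3 at 5 µM with at least 500 cells counted in the well; inconclusive = wells under 500 cells, flagged as cytotoxic or low count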
Salmonella PhoP GFP – inhibitors of PhoP regulon expression, primary screen, Salmonella Typhimurium, GFP reporter (AID 1863). S. Typhimurium PhoP-regulated promoter GFP reporter, 4 h; higher % means a stronger effect. one-dose inhibition, % at 50 µM; IC50 in µM for titrated hits. hit rate 0.16% among 300,000;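 active = inhibition over 29.93%, a cutoff 3 SD above the screen mean, later confirmed by dose response; inconclusive = inhibition over 29.93% but no dose response follow-up; inactive = inhibition at most 29.93% or unconfirmed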;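 also: 0% = low Mg2+ inducing control and 100% = high Mg2+ repressing control; strong numbers were not always called active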
bCat nuc transl – modulators of beta-catenin nuclear translocation, primary screen, imaging, HeLa cells, immunofluorescence, high-content. nuclear translocation activity, % at 5 µM. hit rate 0.3% among 190,000. AID 1665, 2009;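 active = nuclear translocation activity above 50% at 5 µM, with a well cell count of 50 or more; inconclusive = wells under 50 cells across six images, flagged as toxic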;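 also: per-cell ratio of nuclear to cytoplasmic median beta-catenin stain intensity; plate controls were DMSO negative control for no effect and GSK-3 inhibitor IX positive control for full effect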
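Test system: human HeLa cell line; Doses: 5 µM primary, 0.02–20 µM confirmation; Incubation: 24 h compound exposure, 37°C; Detection: beta-catenin immunofluorescence imaging with DAPI; Read-out: beta-catenin nuclear/cytoplasmic ratio, % activation.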
Hep lipid drop – inhibitors of hepatocyte lipid droplet formation, primary screen, imaging, high-throughput imaging, BODIPY stain | AML12 mouse hepatocytes, oleate lipid droplets | hit rate 0.4% among 240,000 | inhibition, % at 6.5 µM;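 active = lipid droplet intensity inhibited by at least 50%, with more than 500 cells counted; inconclusive = wells with under 300 cells, treated as cytotoxic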
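Technique: fluorescence imaging, 20x objective, two fields per well / Assay system: AML12 hepatocytes (mouse) / Measure: % inhibition of lipid droplet signal / Doses: 6.5 µM single-point dosing / Incubation: overnight exposure / Reagent: 100 µM oleic acid challenge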
CSM14.1 death rescue – rescue of cells from ER stress-induced death, primary screen, 384-well, CSM14.1, thapsigargin, ATP luminescence (AID 1222) | CSM14.1 thapsigargin-induced death rescue, ATP luminescence; higher % means a stronger effect | cellular ATP content (survival), % at 20 µM; hits with a dose series show EC50 in µM | 190,000 tested, under 10 active;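 active = EC50 below 50 µM in the dose-response confirmation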;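 also: death triggered by thapsigargin at about 15 µM added after 2 h compound pretreatment; cell ATP read after overnight thapsigargin exposure of roughly 18 to 22 hours; normalized against plate controls of thapsigargin alone and 5% DMSO vehicle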
Dynein cargo inh cytoplasmic EGFP – also measured in Dynein cargo inh; calls as there; z-score; measured here: cytoplasmic GR-EGFP intensity; active compounds read high
Dynein cargo inh nuclear GR-EGFP – second read-out of Dynein cargo inh, no call of its own (marks repeat the call); z-score; measured here: nuclear GR-EGFP intensity;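 lower value marks the stronger effect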
Dynein cargo inh cell count – further read-out of Dynein cargo inh, marked with its call; z-score; measured here: cell count per field
Ins promoter up cell count – second read-out of Ins promoter up, no call of its own (marks repeat the call); cell count; measured here: cytotoxicity, nuclei count;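 total cells summed across four imaged fields per well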
Hep lipid drop cells 6.5 µM – second read-out of Hep lipid drop, no call of its own (marks repeat the call); cell count; measured here: cell count, cytotoxicity flag;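 cells counted across two imaged fields per well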
bCat nuc transl cell count 5 µM – second read-out of bCat nuc transl, no call of its own (marks repeat the call); cell count; measured here: cell count, cytotoxicity flag
T cell modulator vesicle-bound % – further read-out of T cell modulator, marked with its call; double positive events, %; measured here: CD8+ vesicle-bound cell fraction;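 binding gate set so that unloaded-vesicle control wells show 10% double positive cells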
MT stabilizer Hoechst-high % – recorded beside MT stabilizer, whose call it bears; % Hoechst-high responders; measured here: nuclear condensation Hoechst responders;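 share of cells brighter than vehicle mean plus two SD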
MT stabilizer cytotoxicity % – also measured in MT stabilizer; calls as there; toxicity, %; measured here: cytotoxicity by cell density;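 0% = mean cell density of plate MIN control wells and 100% = no cells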
Autophagy mod cell loss 18 h – further read-out of Autophagy mod, marked with its call; toxicity, %; measured here: cell loss, nuclei count;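 cell loss after 18 h compound exposure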
* marks the source's active call; other numbers are inactive results; i = inactive; ? = inconclusive; nt = not tested or not shown; + = active, no number.

mol,MT stabilizer,MT stabilizer Hoechst-high %,MT stabilizer cytotoxicity %,Dynein cargo inh,Dynein cargo inh cytoplasmic EGFP,Dynein cargo inh nuclear GR-EGFP,Dynein cargo inh cell count,T cell modulator,T cell modulator vesicle-bound %,Autophagy mod,Autophagy mod cell loss 18 h,Ins promoter up,Ins promoter up cell count,Salmonella PhoP GFP,bCat nuc transl,bCat nuc transl cell count 5 µM,Hep lipid drop,Hep lipid drop cells 6.5 µM,CSM14.1 death rescue
Cc1ccn2c(NC(=O)c3cccs3)c(-c3ccccc3)nc2c1,5.5,1.9,9.1,-0.15,-0.21,-0.31,-0.19,i,26,i,7,-0.94,1399,7%,-1.0,990,21,620,1.0%
CCCCOc1ccc(N2C(=O)CC(N(O)c3ccccc3)C2=O)cc1 (stereo unspecified),4.6,1.8,2.9,0.36,-0.4,-0.084,0.087,i,65,i,16,nt,nt,-2%,nt,nt,nt,nt,3.9%
COc1ccc(C2CC(c3ccccc3)=NN2C(=O)c2cccs2)cc1 (stereo unspecified),1.8,1.3,12,0.17,-0.2,0.045,-0.39,i,64,i,-3,0.84,1160,-7%,0.4,1410,nt,nt,-2.4%
O=C(O)/C=C/c1ccc2noc(-c3ccccc3)c2c1,1.6,2.4,1.3,-0.085,0.37,0.25,0.58,i,31,i,-2,-0.32,1613,-5%,0.7,926,10,684,-0.7%
CC1Sc2ccc(C(=O)O)cc2NC1=O (stereo unspecified),2.6,1.9,6.6,0.45,-0.22,0.64,-0.22,i,42,i,33,1.7,904,-35%,2.2,1079,-3,817,-1.4%
CCSC1=NC(C)(C)C=C(C)N1,1.2,1.5,9.4,0.12,-0.011,-0.46,0.76,i,43,i,0,0.69,1839,4%,0.8,1066,16,657,-0.6%
CCCc1ccc(Oc2cn[nH]c2-c2ccc(O)c(C)c2O)cc1,4.0,2.5,13,-0.52,-0.16,0.18,0.1,i,23,i,13,0.65,1426,10%,4.5,974,2,645,-3.0%
C=CCNc1c2c(nc3nnnn13)CCCC2,2.8,1.9,5.9,1.2,-0.22,0.19,0.12,i,29,i,-6,-0.25,1241,6%,-0.7,1081,6,678,-0.6%
O=C(CSc1nnc(-c2ccccc2)c(-c2ccccc2)n1)NCc1ccco1,43*,19*,37*,-1.3,-0.011,-0.9,-0.02,i,14,i,-3,-0.06,927,-11%,-2.1,1219,-1,730,-1.4%
COC(=O)CSc1cc(C)nc2ccc(OC)cc12,2.5,1.8,6.3,3.3,-0.037,1.8,-1.7,i,29,i,3,-0.37,1372,-5%,-3.0,957,nt,nt,-1.5%
COc1ccc(OC)c(Nc2nc3nonc3nc2N2CCCC(C)C2)c1 (stereo unspecified),1.9,2.1,0.0,-0.35,0.088,0.22,0.73,i,55,+,6.1*,-1.3,1346,-8%,3.5,1112,17,585,-0.8%
O=C(CCC1COc2ccccc2O1)NC1CCCCC1 (stereo unspecified),2.6,2.2,7.2,-0.14,-0.23,-0.066,0.69,i,22,i,-5,-0.58,910,-10%,nt,nt,9,706,-0.3%
CC(=O)c1ccc(N2CCN(C(=O)Cc3cccs3)CC2)cc1,7.6,1.5,20,-0.62,-0.25,0.43,-0.14,i,28,i,6,-0.09,1567,1%,-6.8,1107,18,685,-1.3%
CCCOC(=O)c1c(NC(=O)CCCn2nc([N+](=O)[O-])c(Cl)c2C)sc(C(=O)OC)c1C,2.7,3.2,3.9,-1,-0.14,0.067,0.3,i,58,i,14,-0.86,1109,5%,-2.6,1127,0,698,-1.9%
CN1CCN(C(=O)CN(Cc2ccc(Cl)cc2)S(C)(=O)=O)CC1,2.2,2.0,4.0,-1.5,-0.23,-0.78,0.95,i,55,i,0,1.1,1137,3%,-0.6,1113,-3,659,nt
COc1ccccc1-n1c(=O)oc2ccc(Cl)cc2c1=O,4.2,2.3,1.1,1.1,-0.17,0.47,-0.97,i,56,i,9,nt,nt,7%,nt,nt,2,718,-1.9%
Cc1nc2ccccc2cc1O,2.4,1.6,9.2,0.28,0.054,0.36,0.14,i,7,i,-10,1.2,1492,5%,-1.4,1002,-17,554,-2.9%
O=C(Nc1ccccc1)c1ccc(S(=O)(=O)NCC2CCCO2)cc1 (stereo unspecified),2.3,1.2,9.2,-0.43,-0.19,0.099,-0.013,i,4,i,23,-0.14,993,0%,-1.1,787,nt,nt,0.8%
COc1ccc(NC(=O)Cn2c(=O)oc3ccccc32)cc1,nt,nt,nt,0.41,-0.25,0.66,-0.42,i,36,nt,nt,0.91,1020,-10%,-0.9,1416,-8,660,nt
CCN(Cc1ccncc1)C(=O)CCc1nnc(CCc2ccccc2OC)o1,2.9,1.7,11,-0.62,-0.3,0.083,1.2,i,59,i,1,-0.03,1405,-8%,1.7,1490,6,730,-0.5%
CCC1=NN(C(=O)Cc2ccc(OC)cc2)C(O)(C(F)(F)F)C1 (stereo unspecified),3.4,1.6,8.3,0.0073,-0.21,-0.31,-0.061,i,56,i,14,0.13,1269,-5%,-1.8,1393,nt,nt,-1.3%
O=C(NNC(=O)c1cccnc1SCc1cccc([N+](=O)[O-])c1)c1ccccn1,5.1,1.1,21,0.12,-0.28,0.11,-0.082,i,4,i,7,0.15,1535,18%,1.2,1036,-5,589,-0.8%
O=C(N/N=C/c1cccc(Br)c1)c1ccc(Br)cc1,5.8,1.7,10,-0.82,-0.21,-0.64,0.62,i,36,i,16,-0.36,1577,1%,-0.5,1018,-28,648,-1.2%
CCc1cc(-c2n[nH]c(=S)n2C(C)c2ccccc2)cs1 (stereo unspecified),2.3,1.4,5.8,0.44,-0.32,0.44,-0.57,i,45,i,1,nt,nt,2%,-0.7,1008,3,611,-3.1%
CC(C)C1S/C(=N/N=C/c2ccco2)NC1=O (stereo unspecified),1.6,1.5,2.2,1.3,-0.21,0.27,-1.4,i,21,i,-1,3.2*,1251*,7%,-1.6,1444,nt,nt,-0.8%
COc1ccc(-n2cc(-c3ccc(OC(F)F)cc3)[n+]3c2CCCCC3)cc1,1.3,2.5,2.2,1.2,-0.17,1.1,-1.4,i,50,i,16,?,nt,6%,-2.1,1129,-7,623,-1.3%
COc1ccc2[nH]c(=O)c(CN(C)C(=O)c3cccs3)cc2c1,nt,nt,nt,0.26,-0.015,0.25,-0.35,i,31,nt,nt,0.09,1175,1%,1.5,1337,-29,784,nt
CCN(CC)C(=O)Oc1cc(=O)n2c3c(cccc13)CCC2,3.1,3.9,4.6,-0.98,-0.28,-0.47,0.88,i,46,i,-2,-0.1,1045,-1%,nt,nt,-28,696,-2.7%

Complete entries from above. Screens in order: MT stabilizer, MT stabilizer Hoechst-high %, MT stabilizer cytotoxicity %, Dynein cargo inh, Dynein cargo inh cytoplasmic EGFP, Dynein cargo inh nuclear GR-EGFP, Dynein cargo inh cell count, T cell modulator, T cell modulator vesicle-bound %, Autophagy mod, Autophagy mod cell loss 18 h, Ins promoter up, Ins promoter up cell count, Salmonella PhoP GFP, bCat nuc transl, bCat nuc transl cell count 5 µM, Hep lipid drop, Hep lipid drop cells 6.5 µM, CSM14.1 death rescue
`O=C(N/N=C/c1cccc(Br)c1)c1ccc(Br)cc1` in the list: 5.8, 1.7, 10, -0.82, -0.21, -0.64, 0.62, i, 36, i, 16, -0.36, 1577, 1%, -0.5, 1018, -28, 648, -1.2%
`O=C(NNC(=O)c1cccnc1SCc1cccc([N+](=O)[O-])c1)c1ccccn1` in the list: 5.1, 1.1, 21, 0.12, -0.28, 0.11, -0.082, i, 4, i, 7, 0.15, 1535, 18%, 1.2, 1036, -5, 589, -0.8%
